# VEEV TC-83 Vero – inhibitors of VEEV TC-83 cytopathic effect, confirmation, Vero cells (AID 588727) | hit rate 0.13% among 350,000 | Vero cells, VEEV TC-83 cytopathic effect inhibition; higher % means a stronger effect | inhibition, % at 20 µM; hits with a dose series show IC50 in µM; in the data active = a potency from the dose series; inconclusive = inhibition mostly from about 14% at the one dose, without a potency; inactive = the rest, 99 in 100 with inhibition below about 12%; also: strong numbers were not always called active
# PhoP GFP inhibition – PhoP regulon inhibitors, Salmonella typhi PhoP promoter GFP reporter, confirmatory (AID 1850); Salmonella Typhi PhoP-promoter GFP reporter, fluorescence, 4 h; higher % means a stronger effect; inhibition, % at 50 µM; hits with a dose series show IC50 in µM; hit rate 0.33% among 310,000; in the data active = a potency from the dose series; inconclusive = inhibition mostly from about 25% at the one dose, without a potency; inactive = the rest, 99 in 100 with inhibition below about 19%;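 also: 0% = induced wells with vehicle and 100% = uninduced wells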
# tuberculosis growth – growth inhibition of non-replicating M. tuberculosis (AID 488890); Mycobacterium tuberculosis non-replicating, growth inhibition; higher % means a stronger effect; inhibition, % at 25 µM; hits with a dose series show IC50 in µM; hit rate 0.39% among 320,000; in the data active = a potency from the dose series; inconclusive = inhibition mostly from about 82% at the one dose, without a potency; inactive = the rest, 99 in 100 with inhibition below about 76%;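 also: plate controls were DMSO cells for no effect and high antibiotic wells for full effect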
# influenza NS1A – H1N1 influenza NS1A inhibitors, functional cell based assay (AID 504329). one-dose inhibition, % at 12.5 µM; IC50 in µM for titrated hits. hit rate 0.3% among 340,000. NS1A functional cell-based assay, percent inhibition; higher % means a stronger effect; in the data active = a potency from the dose series; inconclusive = inhibition above about 27% without an active follow-up result; also: strong numbers were not always called active
# M. tuberculosis HTS – M. tuberculosis growth inhibition, HTS (AID 449762). inhibition, % at 25 µM, or IC50 in µM where a hit was titrated. hit rate 0.59% among 330,000. M. tuberculosis H37Rv growth inhibition, 7H9 media; higher % means a stronger effect; in the data active = a potency from the dose series; inconclusive = inhibition above about 70% without an active follow-up result;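 also: bacterial growth assessed after seven days of incubation; strong numbers were not always called active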
# VEEV TC-83 Vero 10K pilot screen – recorded beside VEEV TC-83 Vero, whose call it bears; inhibition, %; measured here: 10K pilot screen inhibition
# Numbers without * were called inactive; i = inactive; ? = inconclusive; . = no result given; ! = a repeat was not active.
SMILES,VEEV TC-83 Vero,PhoP GFP inhibition,tuberculosis growth,influenza NS1A,M. tuberculosis HTS,others
Cc1nn(C)c(C(=O)N/N=C/c2ccc(Br)cc2)c1Cl,0.2%,-7%,4%,-8%,4%,
O=C(O)CSc1ccccn1,1.6%,-6%,-11%,1%,2%,
CCC1(C)Cc2ccccc2-c2nc(NCCCO)n(C)c(=O)c21 (centres undefined),4.6%,-4%,-13%,-14%,2%,
CC1CCN(c2ccc(S(=O)(=O)N3CCC(C)CC3)cc2N)CC1,i,0%,52%,1%,1%,
Nc1nonc1N1CCCCC1,0.6%,-10%,4%,3%,5%,
CC(=O)Nc1ccc(NC(=O)c2ccc(C)c(S(=O)(=O)Nc3cccc(C)c3)c2)cc1,8.7%,-3%,4%,3%,-1%,
CO[C@@]1(NC(=O)Cc2cccs2)C(=O)N2C(C(=O)O)=C(COC(N)=O)CS[C@@H]21,i,9.3µM*!,0%,4%,-2%,
O=C(Nc1cc(Cl)cc(Cl)c1)C1CCC(=O)N1Cc1ccccc1Cl (centres undefined),i,1%,-2%,1%,3%,
CC(C)(C)c1nc(SCC(=O)NC2CCCC2)c2ccccc2n1,2.6%,-9%,0%,10%,-3%,
O=C(CC1C(=O)NC2CCCCC2N1C(=O)c1ccc(F)cc1)Nc1ccccc1 (centres undefined),0.5%,3%,2%,1%,-6%,
CCCCCN(C(=O)NC(=O)Nc1ccccc1C)S(=O)(=O)c1ccccc1,1.3%,8%,16%,-6%,1%,
Nc1nc(NCCCN2CCOCC2)nc(Nc2ccc(F)cc2)c1[N+](=O)[O-],2.3%,12%,36%,2%,-9%,
Oc1c(N=NC(=S)Nc2ccccc2F)c2ccccc2n1Cc1ccccc1Cl,2.2%,7%,-2%,9%,7%,
CCOC(=O)c1cc(CC)sc1NC(=O)c1cc([N+](=O)[O-])ccc1N1CCOCC1,6.8%,3%,-8%,-9%,-12%,VEEV TC-83 Vero 10K pilot screen=5.8
C/C(Cl)=C/Cc1c(C)[nH]c2ccc(C)cc2c1=O,2.1%,8%,-9%,1%,-6%,VEEV TC-83 Vero 10K pilot screen=1.5

# Of the compounds above, these have an aryl thioether with sulfur outside any ring.
SMILES,VEEV TC-83 Vero,PhoP GFP inhibition,tuberculosis growth,influenza NS1A,M. tuberculosis HTS,others
O=C(O)CSc1ccccn1,1.6%,-6%,-11%,1%,2%,
CC(C)(C)c1nc(SCC(=O)NC2CCCC2)c2ccccc2n1,2.6%,-9%,0%,10%,-3%,

# Following part:
SMILES,VEEV TC-83 Vero,PhoP GFP inhibition,tuberculosis growth,influenza NS1A,M. tuberculosis HTS,others
Cc1cc(S(=O)(=O)NCc2ccccc2)ccc1OCC(=O)NCc1cccnc1,3.7%,4%,-10%,0%,4%,
O=C(CSc1nnc(-c2ccncc2)n1-c1ccccc1)NCC1CCCO1 (centres undefined),i,.,-33%,1%,3%,
CC(=O)Nc1ccc(C(=O)NCCc2ccccc2)cc1,1.0%,-10%,4%,1%,3%,
CCOc1cc(/C=N/NC(=O)CNc2ccc(C)cc2)ccc1OC(=O)c1ccccc1,i,16%,14%,-6%,63%,
O=S(=O)(CCN1CCSCC1)c1ccccc1,0.9%,-2%,1%,-6%,-4%,
Cc1c(NC(=O)CSc2ncnc3c2cnn3-c2ccccc2)c(=O)n(-c2ccccc2)n1C,3.4%,0%,12%,-4%,1%,
CCOC(=O)c1ccccc1NC(=O)c1ccc2c(SCC(=O)O)c3c(nc2c1)CCCC3,11%,-3%,2%,6%,7%,
O=C(NNc1nc(-c2ccc(Br)cc2)cs1)c1ccco1,3.8%,-22%,-10%,-5%,15%,
Cc1onc(-c2ccccc2Cl)c1C(=O)O/N=C(\N)c1ccccc1,5.5%,-8%,10%,-15%,-4%,
C[C@H]1C[C@@H](C)C(=O)[C@@H]([C@H](O)CC2CC(=O)NC(=O)C2)C1,?,9%,43%,-4%,3%,
C[C@H]1CCC(=O)N([C@H](CSc2ccccc2)Cc2ccccc2)CC1,3.3%,-7%,14%,-4%,6%,
CCCc1cc(=O)oc2c(C)c(OCC(=O)NCCCN3CCOCC3)ccc12,0.6%,-1%,-12%,6%,-4%,
CC(C)C(c1nnnn1Cc1ccc(F)cc1)N1CCN(C(=O)c2ccco2)CC1 (centres undefined),6.0%,0%,-1%,-2%,-11%,
COc1ccc(OC)c(/C=C/c2ccnc3ccccc23)c1,1.0%,.,.,-23%,.,
CN1CCN(c2ccccc2NC(=O)c2ccc([N+](=O)[O-])cc2Cl)CC1,0.4%,3%,22%,-3%,2%,
COc1ccc(C(=O)Nc2sc(C)c(C)c2CN2CC(C)OC(C)C2)cc1 (centres undefined),0.1%,-26%,-10%,-6%,-2%,
CCOc1ccc(S(=O)(=O)NCc2ccco2)cc1,i,4%,0%,8%,-4%,VEEV TC-83 Vero 10K pilot screen=1.0
CCOC(=O)C1CCCCN1Cc1cc(Cl)ccc1O (centres undefined),i,-12%,0%,-1%,-5%,
CC(C)C(=O)NNC(=O)CSc1nc(C2CCCCC2)nc2ccccc12,0.9%,0%,-41%,2%,-2%,
O=S(=O)(c1ccc(F)cc1)N1CCN(C(=S)NCC2CCCO2)CC1 (centres undefined),3.8%,-10%,-5%,1%,2%,
C/C(=C\C(=O)c1ccccc1)NCc1ccc(F)cc1,2.4%,2%,35%,-2%,-10%,
Cc1cc(NC(=O)COC(=O)C2CC2)ccc1Br,1.5%,.,53%,12%,37%,
O=C(NCc1ccccc1C(F)(F)F)C1CCC(=O)N(C2CCCCCC2)C1 (centres undefined),1.3%,-6%,3%,-2%,-10%,
CC(=O)Nc1ccc(S(=O)(=O)N2CCC(C(=O)O)(c3ccccc3)CC2)cc1,0.5%,0%,-5%,-2%,-3%,
COc1cc(NC(=O)COC(=O)c2ccc3ccccc3n2)cc(OC)c1,2.3%,.,.,-5%,.,
Cc1cc(O)ccc1Nc1nc(-c2sc(N)nc2C)cs1,1.6%,-11%,7%,10%,-2%,
O=C(NCCc1ccccc1)C1CCCN1C(=O)Nc1ccccc1 (centres undefined),2.2%,0%,-8%,22%,4%,
CN(C(=O)c1cc2sccc2n1C)C1CCCCC1,1.0%,4%,35%,1%,9%,
COc1ccccc1CNC(=O)C(=O)NCC1OCCN1C(=O)c1ccc(Cl)cc1 (centres undefined),0.1%,-7%,29%,-3%,-3%,
Cn1c(=O)c2c(nc(SCC(=O)c3ccccc3F)n2C)n(C)c1=O,.,-14%,-26%,.,-8%,
CC(=O)Nc1ccc(C)c([N+](=O)[O-])c1,0.9%,-1%,-15%,7%,-5%,VEEV TC-83 Vero 10K pilot screen=0.3
O=Cc1c(-c2ccccc2)cc2oc3ccccc3cc1-2,i,-5%,43%,11%,10%,
O=C(/C=C/Nc1ccc(OC(F)(F)F)cc1)C(F)(F)F,1.0%,-6%,-3%,-3%,1%,
O=C(COC(=O)c1cc(NS(=O)(=O)c2cccs2)ccc1O)Nc1ccc(F)c(F)c1F,0.8%,-16%,9%,-6%,6%,
CC(C)=CC(=O)OCC(=O)Nc1cc([N+](=O)[O-])ccc1F,0.1%,-9%,21%,5%,-5%,
Clc1ccc(SCc2cn3ccsc3n2)cc1,0.6%,6%,43%,6%,3%,
CC(C)NC(=O)CN1CCN(C(=O)c2ccc3oc(CCCc4ccccc4)nc3c2)CC1,3.6%,0%,15%,12%,3%,
COc1ccc(S(N)(=O)=O)cc1-c1nnc2c3ccccc3c(C)nn12,i,-2%,0%,-11%,1%,
FC(F)(F)c1cc(-c2ccco2)nc(NCc2cccnc2)n1,6.1%,-7%,17%,6%,-6%,
CCN(CC)C(=O)CP(=O)(c1ccccc1)c1ccccc1,2.0%,0%,15%,-3%,-4%,
Clc1ccc(Sc2cc(N3CCOCC3)nc(-c3ccccc3)n2)cc1,4.4%,-5%,-8%,-18%,2%,
CC(C)n1c(SCC(N)=O)nc2c1c(=O)[nH]c(=O)n2C,1.0%,.,.,-8%,.,
CCOC(=O)c1c(NC(=O)CSc2nnc(CNc3ccc(C)cc3C)o2)sc(C)c1C,2.0%,8%,9%,22%,46%,
Cc1nccc(-c2ccc3c(c2)OCO3)n1,0.1%,-6%,-10%,-3%,0%,
C#CCNc1nc(C(C)C)nc2c1nnn2Cc1ccccc1F,1.5%,5%,-2%,-1%,4%,
Cc1ccc(Cl)cc1NC(=S)N/N=C/c1cccc2ccccc12,13%,-29%,-7%,1%,10%,
COc1ccc(C2(C)NC(=O)N(CC(=O)NC3(C#N)CCCCC3)C2=O)cc1 (centres undefined),0.8%,-5%,-4%,-10%,-11%,
Cc1ccc(C2=NC(C)(C)N3C2C3c2ccc([N+](=O)[O-])cc2)cc1 (centres undefined),1.2%,-9%,11%,7%,-7%,
COc1ccc(CN(CCC#N)C(=S)NC(=O)c2ccccc2)cc1,3.5%,6%,3%,-14%,35%,
COC(CNS(=O)(=O)c1cc2c3c(c1)CCN3C(=O)CC2)OC,1.4%,-11%,-2%,1%,-1%,
Cc1ccc(S(=O)(=O)Nc2cc(C(=O)N3CCOCC3)ccc2N2CCCCC2)cc1,0.1%,0%,8%,8%,-11%,
COc1nc(N(C)C)nc(-n2nnc(C(C)=O)c2C)n1,1.5%,3%,-23%,3%,-19%,
O=C(COC(=O)/C=C/c1cccc(F)c1)NC(=O)NC1CCCC1,1.2%,.,54%,2%,25%,

# Gathered by group: those above with fluorine (14)
SMILES,VEEV TC-83 Vero,PhoP GFP inhibition,tuberculosis growth,influenza NS1A,M. tuberculosis HTS,others
O=C(CC1C(=O)NC2CCCCC2N1C(=O)c1ccc(F)cc1)Nc1ccccc1 (centres undefined),0.5%,3%,2%,1%,-6%,
Nc1nc(NCCCN2CCOCC2)nc(Nc2ccc(F)cc2)c1[N+](=O)[O-],2.3%,12%,36%,2%,-9%,
Oc1c(N=NC(=S)Nc2ccccc2F)c2ccccc2n1Cc1ccccc1Cl,2.2%,7%,-2%,9%,7%,
CC(C)C(c1nnnn1Cc1ccc(F)cc1)N1CCN(C(=O)c2ccco2)CC1 (centres undefined),6.0%,0%,-1%,-2%,-11%,
O=S(=O)(c1ccc(F)cc1)N1CCN(C(=S)NCC2CCCO2)CC1 (centres undefined),3.8%,-10%,-5%,1%,2%,
C/C(=C\C(=O)c1ccccc1)NCc1ccc(F)cc1,2.4%,2%,35%,-2%,-10%,
O=C(NCc1ccccc1C(F)(F)F)C1CCC(=O)N(C2CCCCCC2)C1 (centres undefined),1.3%,-6%,3%,-2%,-10%,
Cn1c(=O)c2c(nc(SCC(=O)c3ccccc3F)n2C)n(C)c1=O,.,-14%,-26%,.,-8%,
O=C(/C=C/Nc1ccc(OC(F)(F)F)cc1)C(F)(F)F,1.0%,-6%,-3%,-3%,1%,
O=C(COC(=O)c1cc(NS(=O)(=O)c2cccs2)ccc1O)Nc1ccc(F)c(F)c1F,0.8%,-16%,9%,-6%,6%,
CC(C)=CC(=O)OCC(=O)Nc1cc([N+](=O)[O-])ccc1F,0.1%,-9%,21%,5%,-5%,
FC(F)(F)c1cc(-c2ccco2)nc(NCc2cccnc2)n1,6.1%,-7%,17%,6%,-6%,
C#CCNc1nc(C(C)C)nc2c1nnn2Cc1ccccc1F,1.5%,5%,-2%,-1%,4%,
O=C(COC(=O)/C=C/c1cccc(F)c1)NC(=O)NC1CCCC1,1.2%,.,54%,2%,25%,
